TRPV1 agonist = human TRPV1 agonism | TRPV1-expressing cells, Fluo-8 calcium influx, agonist mode | AID 540275 | activation, % at 8.33 µM | 320,000 tested, 0.19% active | Q8NER1; in the data active = activation above about 80%; inconclusive = between about 30% and that limit; note: 0% is about no effect
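TRPV1-expressing cells were cultured overnight at 35.5C and loaded with Fluo-8 calcium dye for 40 to 90 min at room temperature. After a 10 s baseline, compound was added and calcium influx was read kinetically for 3 min (ex 480/em 520 nm).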
KCNH2 3.1 block = KCNH2 3.1 (human) potassium channel inhibition; U2OS KCNH2 3.1, thallium flux FluxOr; active compounds read low; activity change, % (tested at about 1.8 µM); 340,000 tested, 0.95% active; AID 720553;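 active = maximum activity change below -70%; inconclusive = maximum activity change from -70% to -50%; inactive = maximum activity change above -50%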;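 note: thallium influx rate constant from kinetic fluorescence after stimulation buffer; % is set by controls: 0 for no effect and ±100 for the full control effect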
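Measured as rate of thallium-driven FluxOr signal in transduced U2OS cells carrying the 3.1 channel, read kinetically for 2 min upon stimulation; values are rate constants scaled to DMSO control wells.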
Integrin act MD = activates integrin-mediated alleviation for muscular dystrophy | AID 624291 | 350,000 tested, 0.064% active | alpha7betagal myoblasts, beta-gal FDG fluorescence, 48 h | Potency, µM (highest dose often 38.3 µM), without a hit: at the top dose activation, hits mostly activators;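 note: potency is the fitted concentration of half-maximal effect; 100% = response of the positive control SU9516; nearly all actives have a fitted effect of over 60% in size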
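alpha7betagal+/- myoblasts (passage 13, 250/well) treated 48 h at 37C with compounds at 1:260 dilution of DMSO stock. Lysed, then beta-galactosidase activity read as FDG fluorescence (ex 480/em 540) after 30 min, with pre-read for autofluorescence.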
FBPA coupling cs = counter-screen for Giardia aldolase inhibitors: coupling enzyme system; activity change, negative = inhibition, % at 58.2 µM, hits read low; coupling enzyme system counterscreen, AmpLite Red fluorescence; AID 2472; 290,000 tested, 0.67% active; in the data active = activity change below about -30%; note: % is set by controls: 0 for no effect and ±100 for the full control effect
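Fluorescence at 525 nm excitation and 598 nm emission measured inhibition of the coupled detection system without aldolase. Compounds (at 57.5 uM final) were preincubated 10 min at room temperature with coupling enzyme reagent before a 20 min substrate/AmpLite Red step.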
hERG WT inh = inhibitors of human wildtype KCNH2 potassium channel; U2OS, BacMam KCNH2, thallium flux FluxOr; active compounds read low; AID 720551; activity change, % at 1.84 µM; Q12809; 340,000 tested, 0.37% active;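 active = maximum activity change below -70%; inconclusive = maximum activity change between -70% and -50%; inactive = maximum activity change above -50%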; note: % is set by controls: 0 for no effect and ±100 for the full control effect
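U2OS cells were transduced with wild-type KCNH2 virus (2.03 x 10^8 / mL) for 4 h at room temperature, then cultured overnight at 37 C. Thallium flux was read with FluxOr dye. Rate constants were normalized to DMSO controls.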
AT treatment = candidate therapy for ataxia-telangiectasia; […] A-T fibroblasts, KAP-1 phosphorylation AlphaLISA; neocarzinostatin DNA damage 30 min before lysis; Potency, µM (series often up to 57.5 µM), inactives show top-dose activation, hits mostly activators; 320,000 tested, 0.19% active; note: potency is the fitted concentration of half-maximal effect; % of control where 0% means no effect; nearly all actives have a fitted effect of over 45% in size
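ATM-like activity read as KAP-1 phosphorylation via AlphaLISA donor/acceptor antibody pairs after lysis and 6 hr at 25C. Cells were ATM-null patient fibroblasts ([…], hTERT), dosed 60 min, then exposed to the DSB inducer NCS for 30 min.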
MBNL1 CUG block = blocks human MBNL1 binding to CUG repeat RNA; TR-FRET MBNL1-His/biotin-(CUG)12 binding, 665/545 ratio; 280,000 tested, 0.036% active; Q9NR56; AID 2675; Potency, µM (highest dose often 57.5 µM), without a hit: top-dose activity change, negative = inhibition, hits mostly inhibitors; active = well fitted inhibition curve with a large enough effect in the signal ratio, with a control signal flat, not every such curve was filed as active; inconclusive = small, poorly fitted or top-dose-only effect, or effect the other way, or a change in a side signal; inactive = no such curve, though single readings can be large or run the other way; the % refers to the signal ratio; note: potency is the fitted concentration of half-maximal effect; % is set by controls: 0 for no effect and ±100 for the full control effect
Target sequence (Q9NR56 whole entry, looked up): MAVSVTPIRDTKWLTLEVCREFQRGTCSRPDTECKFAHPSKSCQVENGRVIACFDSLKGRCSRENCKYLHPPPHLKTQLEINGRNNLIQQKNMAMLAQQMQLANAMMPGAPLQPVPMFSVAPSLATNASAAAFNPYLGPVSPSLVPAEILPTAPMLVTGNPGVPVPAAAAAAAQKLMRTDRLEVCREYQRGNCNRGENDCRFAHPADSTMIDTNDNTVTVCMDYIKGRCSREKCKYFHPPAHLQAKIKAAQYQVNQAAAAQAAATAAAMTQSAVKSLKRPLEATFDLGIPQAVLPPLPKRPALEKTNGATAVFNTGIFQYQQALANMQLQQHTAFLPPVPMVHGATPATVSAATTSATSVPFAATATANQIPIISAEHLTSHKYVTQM
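MBNL1-His + Biotin-(CUG)12, cpd titration 92 nM–58 uM; Tb anti-His Ab 0.055 ng/ul, SA-XL665 5 nM (final); 60 min RT; ratiometric 665/545 nm, Ex 340 nm; normalized to buffer and full-complex controls.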
CXXC DNA block = blocks binding of human MLL CXXC domain to DNA | Q03164 | MLL-CXXC / FITC-HOXA9 DNA fluorescence polarization | Potency, µM (series often up to 115 µM), without a hit: at the top dose activity change, negative = inhibition, hits mostly inhibitors | 290,000 tested, 0.037% active | AID 2662; active = well fitted inhibition curve with a large enough effect in the polarisation, with a control signal flat, not every such curve was filed as active; inconclusive = small, poorly fitted or top-dose-only effect, or effect the other way, or a change in a side signal; inactive = no such curve, though single readings can be large or run the other way; the % refers to the polarisation; note: potency is the fitted concentration of half-maximal effect
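Steps: dispense CXXC domain solution (7 uM) → pin compounds or unlabeled HOX-A9 DNA control → 5 min ambient → add FLSN-HOX-A9 solution (50 nM) → spin → 30 min ambient → fluorescence polarization. Tris pH 7.5/NaCl/DTT/BSA buffer.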
GALK inh = galactokinase (human) inhibition; P51570; Purified GALK, Kinase-Glo residual ATP luminescence; Potency, µM (titrated, usually from 57.5 µM), without a hit: at the highest dose activity change, negative = inhibition, hits mostly inhibitors; 270,000 tested, 0.007% active; AID 1868; note: potency is the fitted concentration of half-maximal effect; % is set by controls: 0 for no effect and ±100 for the full control effect
Target sequence (P51570 whole entry, looked up): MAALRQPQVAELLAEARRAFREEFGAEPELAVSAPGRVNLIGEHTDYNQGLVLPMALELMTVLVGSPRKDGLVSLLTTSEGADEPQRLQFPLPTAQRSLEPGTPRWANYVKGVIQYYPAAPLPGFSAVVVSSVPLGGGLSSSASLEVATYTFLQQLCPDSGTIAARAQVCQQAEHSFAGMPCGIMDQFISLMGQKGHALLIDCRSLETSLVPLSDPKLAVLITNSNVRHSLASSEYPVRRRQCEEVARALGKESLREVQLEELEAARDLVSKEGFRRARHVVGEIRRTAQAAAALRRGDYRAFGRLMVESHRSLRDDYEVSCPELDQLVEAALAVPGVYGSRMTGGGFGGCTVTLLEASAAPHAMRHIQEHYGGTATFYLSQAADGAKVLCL
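Human GALK (5 nM) with 35 uM ATP and 100 uM galactose in 20 mM HEPES pH 8.0, 5 mM MgCl2, 60 mM NaCl, 1 mM DTT, 0.01% BSA. After 1 h at room temperature, leftover ATP was read by Kinase-Glo Plus luminescence.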
ASM inhibitor = human S-ASM enzyme inhibition; P17405; placental ASM, HMU-PC fluorogenic substrate, 60 min; Potency, µM (doses to about 57.5 µM), for the others: at the top dose activity change, negative = inhibition, actives largely listed as inhibitors; 340,000 tested, 0.006% active; AID 504937; note: potency is the fitted concentration of half-maximal effect
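Fluorescence read-out (Ex 386 nm, Em 447 nm) after stopping the reaction at pH 10. Enzyme: ASM from human placenta; substrate HMU-PC0, 9 uM final; 60 min, 37 °C. Compound preincubation 10 min, ambient temperature.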
Active calls of the source: *; ? = inconclusive; . = no result given; & = joins results of further samples; [ ] = remark or other dose. Unless noted, calls come from the whole dose curve; as a rule, active = well fitted curve in the direction sought with a large enough effect; inconclusive = small, poorly fitted or top-dose-only effect, or another doubt; inactive = no such curve, though single readings can be large; an effect the other way counts as inactive or inconclusive.

Each structure is followed by: TRPV1 agonist	KCNH2 3.1 block	Integrin act MD	FBPA coupling cs	hERG WT inh	AT treatment	MBNL1 CUG block	CXXC DNA block	GALK inh	ASM inhibitor
S=C(NC1CC1)N1CCN(C(=S)NC2CC2)CC1
    0	18	13%	.	-8	-8%	1%	17%	-2%	6%
CN(C)S(=O)(=O)c1ccc(-c2csc(N/N=C/c3ccco3)n2)cc1
    5	-2	1%	0	4	26%	13%	-12%	1%	-8%
COc1ccc(N(CC(=O)NCC2CCCO2)C(=O)CCC(=O)Nc2cc(C)on2)cc1OC (stereo not given)
    -3	22	0%	1	-4	-14%	-3%	-1%	5%	-3%
CCCCNC(=O)CS(=O)Cc1nc(-c2cccs2)oc1C (stereo not given)
    1	-3	6%	2	-3	7%	-4%	1%	3%	2%
O=c1[nH]c(=O)n([C@H]2C[C@H](O)[C@@H](CO)O2)cc1Br
    1	-1	.	2	-9	0%	.	7%&-5%	.	2%
COc1cc(C(=O)OC(C)c2ccc(F)cc2)ccc1OCC(=O)N1CCOCC1 (stereo not given)
    ?	-12	-15%	.	7	2%	.	.	.	1%
N#Cc1nc(COc2ccc(Cl)cc2Cl)oc1N1CCN(c2ccccc2)CC1
    6	-8	-14%[7.66 µM]	-2	-11	3%	-10%	2%	-3%	-1%
O=C(Nc1ccccc1)Nc1cccc2ccccc12
    27	23	-21%	-1	4	1%	.	1%	-1%	0%
O=C(O)[C@H]1CCCC[C@H]1C(=O)Nc1ccc(S(=O)(=O)N2CCCCC2)cc1
    -6	4	6%	0	-3	4%	-2%	-9%	0%	0%
COc1cc(NC(=O)CSc2nnnn2Cc2ccccc2)cc(OC)c1
    10	3	-55%[inhibitor]	1	.	5%	7%	-4%	-2%	-4%
CCn1nc(C(=O)OCC(=O)c2ccc(F)cc2)c2ccccc2c1=O
    14	-26	2%	4	7	-3%	-2%	30%[activator]	0%	-13%
CCOc1ccc(C(=O)CSCCC(=O)O)cc1
    0	.	4%	1	-15	-6%	0%	4%	1%	0%
CC(=O)OCCNc1nc(-c2ccccc2)nc2ccccc12
    ?	7	-17%	0	-46	2%	-2%	-11%	1%	5%
Cc1ccc(CNC(=O)C2CCCN2C(=O)Nc2cccc(Cl)c2)cc1 (stereo not given)
    ?	0	-35%	3	-3	4%	-10%	3%	8%	-1%
CSCCC(NS(=O)(=O)c1ccc2c(c1)oc(=O)n2C)C(=O)NCc1ccccc1 (stereo not given)
    -1	18	0%	0	4	-6%	-10%	15%	4%	1%
COc1ccc(C(=O)NCc2ccccc2)cc1Br
    ?	-4	-3%	1	0	4%	10%	5%	-3%	2%
O=c1cc(-c2ccc(O)cc2)oc2ccc(O)cc12
    -3	8	-11%	6&9	-3	-2%	.	6%	-1%	-3%
CC(C)(C)OC(=O)NCC(=O)NCC(=O)OCc1ccccc1
    -3	6	-1%	3	1	-2%	-4%	1%	2%	-2%
CC(=O)Nc1ccc(S(=O)(=O)Nc2cccc(C(=O)Nc3ccccc3C(=O)O)c2)cc1
    -2	-38	20%	4	.	5%	-9%	3%	-3%	10%
CCC1Oc2ccc(C)cc2N(CC(=O)NCCN2CCOCC2)C1=O (stereo not given)
    -1	-33	0%	0	-1	-6%	-6%	11%	-1%	-1%
O=C(CC1NCCNC1=O)Nc1ccc2c(c1)OCO2 (stereo not given)
    1	22	29%	2	-1	5%	-3%	4%	0%	7%
CC(C)[C@H](NS(=O)(=O)c1ccccc1)C(=O)OCC(=O)Nc1ccccc1Sc1ccccc1
    22	-28	-17%	3	-2	2%	-2%	0%	-4%	-10%
C(=C\c1ccccn1)/c1ccncc1
    -2	-1	5%	-1	-14	-4%	?	-7%	2%	1%
Cc1ccccc1N(CC(=O)NC(C)(C)C)C(=O)c1ccc(-c2ccccc2)[nH]1
    -1	.	.	1	.	14%	-7%	-2%	8%	.
CCCN(CC(=O)Nc1ccccc1C)C(=O)C1CCN(c2ncnc3sc(C)c(C)c23)CC1
    0	13	-51%[inhibitor]	.	0	-5%	.	.	.	-3%
O=C(NC1CC1)c1ccc(F)cc1Cl
    1	-1	2%	-2	-6	1%	-1%	5%	-1%	3%
CCCCn1c(=O)c2c(c3ccccc31)OCC(=O)N2
    -1	.	.	1	.	-3%	0%	-5%	6%	.
O=C(COC(=O)CCc1nc2ccccc2c(=O)[nH]1)Nc1ccccc1Cl
    -4	4	24%	-15	3	-3%	-9%	-1%	-1%	4%
C[C@H](CO)N1C[C@H](C)[C@@H](CN(C)S(=O)(=O)c2ccc(F)cc2)Oc2ccc(NS(=O)(=O)c3cccs3)cc2C1=O
    .	-16	-4%	.	-13	5%	.	.	.	-5%
CC(C)(C)n1nnnc1C(c1ccc(C#N)cc1)N1CCCC2(CCCCC2)C1 (stereo not given)
    15	-7	12%	1	-29	-5%	-9%	-12%	3%	3%

Entries of single compounds, looked up by structure. Values in the order: TRPV1 agonist | KCNH2 3.1 block | Integrin act MD | FBPA coupling cs | hERG WT inh | AT treatment | MBNL1 CUG block | CXXC DNA block | GALK inh | ASM inhibitor
Listed for CCCCNC(=O)CS(=O)Cc1nc(-c2cccs2)oc1C (stereo not given) = 1 | -3 | 6% | 2 | -3 | 7% | -4% | 1% | 3% | 2%
Listed for S=C(NC1CC1)N1CCN(C(=S)NC2CC2)CC1 = 0 | 18 | 13% | . | -8 | -8% | 1% | 17% | -2% | 6%
Listed for C[C@H](CO)N1C[C@H](C)[C@@H](CN(C)S(=O)(=O)c2ccc(F)cc2)Oc2ccc(NS(=O)(=O)c3cccs3)cc2C1=O = . | -16 | -4% | . | -13 | 5% | . | . | . | -5%
Listed for O=c1cc(-c2ccc(O)cc2)oc2ccc(O)cc12 = -3 | 8 | -11% | 6&9 | -3 | -2% | . | 6% | -1% | -3%

The listing picks up with the two entries that preceded the break.
Each structure is followed by: TRPV1 agonist	KCNH2 3.1 block	Integrin act MD	FBPA coupling cs	hERG WT inh	AT treatment	MBNL1 CUG block	CXXC DNA block	GALK inh	ASM inhibitor
C[C@H](CO)N1C[C@H](C)[C@@H](CN(C)S(=O)(=O)c2ccc(F)cc2)Oc2ccc(NS(=O)(=O)c3cccs3)cc2C1=O
    .	-16	-4%	.	-13	5%	.	.	.	-5%
CC(C)(C)n1nnnc1C(c1ccc(C#N)cc1)N1CCCC2(CCCCC2)C1 (stereo not given)
    15	-7	12%	1	-29	-5%	-9%	-12%	3%	3%
Cc1ccc(N(CC(O)CN(C)C)S(=O)(=O)c2ccccc2)cc1 (stereo not given)
    -3	-21	-7%	0	-22	6%	-11%	13%	1%	3%
O=C(COC(=O)c1ccccc1O)NC12CC3CC(CC(C3)C1)C2
    .	-2	-24%	.	-1	-6%	.	.	.	1%
COC(=O)[C@H](Cc1ccccc1)NC(=O)[C@@H](N)CC(=O)OCc1ccccc1
    3	-4	34%	.	-4	6%	.	.	.	-1%
O=C(NCCCN1CCOCC1)c1cc(-c2ccc(F)cc2)nc2ccccc12
    7	-1	8%	.	2	-4%	.	.	.	-2%
Cc1ccc(N=Nc2c(N)n[nH]c2N)cc1
    -1	8	17%	0	-7	3%	?	-4%	-1%	-13%
CC(=O)Nc1ccc(C(=O)OCC(=O)N(c2ccccc2)C2CCS(=O)(=O)C2)cc1 (stereo not given)
    -1	18	21%	.	-1	0%	.	.	.	-1%
CC(=O)Oc1ccc(-c2nc3cc(Cl)ccc3c(=O)o2)cc1
    1	21	-8%	2	-14	10%	5%	-14%	7%	0%
COc1cccc(N2CCCn3c2nc2c3c(=O)n(CCN3CCOCC3)c(=O)n2C)c1
    1	.	.	4	.	4%	-1%	4%	6%	.
CCCN(CCC)Cc1c(C(=O)N/N=C/c2ccncc2)nnn1-c1nonc1N
    ?	0	-13%	-2	.	1%	8%	1%	-1%	0%
Cc1cc(C)c(S(=O)(=O)N2CCN(C(=O)C(C)Cn3nc(C)nc3C)CC2)c(C)c1 (stereo not given)
    3	27	-4%	3	-5	-2%	-6%	0%	14%	-3%[11.5 µM]
COc1cc(/C(C)=N/NC(=O)CSc2nc3ccccc3[nH]2)ccc1O
    ?	-4	14%	-3	-3	3%	10%	6%	-3%	-3%
Cc1ccc(C(=O)NCCN2CCOCC2)cc1Cl
    16	-3	-12%	-1	8	-1%	-7%	-5%	-1%	0%
CC(=O)c1cccc(S(=O)(=O)NC(C)C2CC3CCC2C3)c1 (stereo not given)
    3	-3	0%	2	-12	6%	-11%	32%[activator]	4%	3%

As entered above:
GALK inh result of COc1cc(/C(C)=N/NC(=O)CSc2nc3ccccc3[nH]2)ccc1O is entered as -3%
FBPA coupling cs result of Cc1ccc(N(CC(O)CN(C)C)S(=O)(=O)c2ccccc2)cc1 (stereo not given) is entered as 0

Screening results from PubChem BioAssay.
